KDM5B inh: KDM5B demethylase inhibition. AID 1347165. Q9UGL1. KDM5B demethylase, FDH-coupled NADH fluorescence (FDH is formaldehyde dehydrogenase). Potency, µM (doses to about 57.7 µM), inactives show at the top dose activity change, negative = inhibition, most hits filed as inhibitors. actives 2.6% (n = 220,000); active = well fitted inhibition curve with a large enough effect; inconclusive = small, poorly fitted or top-dose-only effect; inactive = no such curve, though single readings can be large or run the other way; note: 0% is about no effect; nearly all actives have a fitted effect of over 70% in size
Target sequence (Q9UGL1 whole entry, looked up): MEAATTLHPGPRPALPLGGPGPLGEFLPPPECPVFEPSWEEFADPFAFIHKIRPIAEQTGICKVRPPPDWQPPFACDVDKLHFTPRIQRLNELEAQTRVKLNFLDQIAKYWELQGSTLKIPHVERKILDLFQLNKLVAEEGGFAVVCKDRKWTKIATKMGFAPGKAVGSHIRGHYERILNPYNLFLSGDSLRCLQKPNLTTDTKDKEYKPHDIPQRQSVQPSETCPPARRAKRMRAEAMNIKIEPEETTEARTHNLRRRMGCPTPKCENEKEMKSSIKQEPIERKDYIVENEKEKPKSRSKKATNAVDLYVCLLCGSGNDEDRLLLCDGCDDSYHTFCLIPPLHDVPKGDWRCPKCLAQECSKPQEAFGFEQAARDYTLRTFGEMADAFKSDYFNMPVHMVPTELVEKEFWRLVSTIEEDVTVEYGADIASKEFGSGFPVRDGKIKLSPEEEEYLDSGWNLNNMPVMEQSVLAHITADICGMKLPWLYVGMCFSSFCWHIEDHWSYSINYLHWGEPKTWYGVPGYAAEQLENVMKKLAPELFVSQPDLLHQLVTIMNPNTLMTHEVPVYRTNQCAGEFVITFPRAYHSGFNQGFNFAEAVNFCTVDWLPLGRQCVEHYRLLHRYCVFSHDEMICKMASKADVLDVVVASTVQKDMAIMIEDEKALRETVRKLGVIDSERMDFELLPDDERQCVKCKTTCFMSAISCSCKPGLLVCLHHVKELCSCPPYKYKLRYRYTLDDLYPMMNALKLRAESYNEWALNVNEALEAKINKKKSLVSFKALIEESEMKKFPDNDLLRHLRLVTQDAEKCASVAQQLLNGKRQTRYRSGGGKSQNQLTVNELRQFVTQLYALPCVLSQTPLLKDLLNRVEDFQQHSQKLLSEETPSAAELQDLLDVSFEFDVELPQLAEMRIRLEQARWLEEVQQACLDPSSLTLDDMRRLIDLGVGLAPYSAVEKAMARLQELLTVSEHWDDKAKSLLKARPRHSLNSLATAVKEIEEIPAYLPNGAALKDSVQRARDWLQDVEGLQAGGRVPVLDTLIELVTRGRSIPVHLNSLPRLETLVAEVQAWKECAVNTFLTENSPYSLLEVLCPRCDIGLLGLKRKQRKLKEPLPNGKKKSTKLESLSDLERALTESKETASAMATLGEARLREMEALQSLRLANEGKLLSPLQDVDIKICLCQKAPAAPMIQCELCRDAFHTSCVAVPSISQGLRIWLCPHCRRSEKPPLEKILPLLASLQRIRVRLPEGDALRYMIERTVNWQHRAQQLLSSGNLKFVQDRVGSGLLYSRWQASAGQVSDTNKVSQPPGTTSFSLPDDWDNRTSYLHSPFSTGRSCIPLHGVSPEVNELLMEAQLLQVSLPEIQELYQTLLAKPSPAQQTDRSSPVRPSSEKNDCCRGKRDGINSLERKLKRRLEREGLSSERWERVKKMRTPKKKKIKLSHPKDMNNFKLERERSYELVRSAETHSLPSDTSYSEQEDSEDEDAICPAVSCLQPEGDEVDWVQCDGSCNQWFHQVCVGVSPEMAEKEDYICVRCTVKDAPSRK
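Compound dilutions met 200 nM (final) KDM5BΔAP for 10 min at room temperature before substrate addition. The substrate mix held 12.5 µM H3K4me3 with cofactors 25 µM α-ketoglutarate and 50 µM Fe²⁺. NADH signal gain over 30 min defined activity.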
An asterisk follows results filed as active; u = inconclusive; [ ] = remark or other dose. Potency is the fitted concentration of half-maximal effect. These rows are one share of the data; the hit share may differ from the screen's.

SMILES | KDM5B inh
COCCCNC(=O)Cc1nn(C)c(=O)c2ccccc12 | 12%
Cc1cccc(NC(=O)COc2ccc(-c3nn(C)c(=O)c4ccccc34)cc2)c1 | u
CCn1c(-c2ccccc2)nn(CC(=O)NCc2noc(-c3ccco3)n2)c1=O | -20%
Cc1nnnn1Cc1ccc(C(=O)N2CCc3nc(-c4cn[nH]c4)[nH]c3C2)cc1 | -17%
FC(F)(F)c1ccc(CN2CCC3(CC2)CC(c2cccc(C(F)(F)F)c2)=NO3)cc1 | -33%
O=C(NC1CCCN(c2cc(-c3ccccc3)[nH]n2)C1)c1ccsc1 (stereo not drawn) | -29%
CC1CCN(CCCNCc2cccnc2)CC1 | 16%
CCS(=O)(=O)NCC1(COc2cccc(C)n2)C[C@@H](O)[C@@H](O)C1 (stereo partly drawn) | -22%[86.2 µM]
CCOc1ccccc1Oc1c(C)oc2cc(OC(=O)N3CCOCC3)ccc2c1=O | 14%
COc1cccc(C(=O)NCc2nnc3ccc(-c4ccc(C)cc4)nn23)c1OC | 14µM*
Cc1cc(C)c(S(=O)(=O)NCCc2cc3ccc(C)c(C)c3[nH]c2=O)c(C)c1 | u
Cc1ncccc1C(=O)N1CCC2(CC1)NCCc1c2[nH]c2ccccc12 | 4%
COc1cc(F)ccc1-c1cc2c(ccn2CC2CCN(C)CC2)c(N2CCOCC2)n1 | u
Cc1ccccc1N1CCN(C(=O)c2ccc3c(c2)N(C)C2CCCCCN2C3=O)CC1 (stereo not drawn) | u
CN1C[C@@H](NS(=O)(=O)Cc2ccccc2)C[C@H]1c1nc(Cc2ccccc2)no1 | u
N#Cc1ccc(C(=O)N2CC[C@@H](CC(=O)O)[C@@H](CC3=NCCc4ccccc43)C2)cc1 | -29%[86.2 µM]
O=C(Nc1cccc(C(F)(F)F)c1)c1cnc2c(c1)N(Cc1ccccc1)CCC2 | 7.1µM*
O=c1c(-c2cc(-c3ccccc3)nc3c2COc2ccc(Cl)cc2-3)coc2ccccc12 | -34%
Cc1ccccc1NC(=O)Cn1c(=O)n(Cc2ccc3c(c2)OCO3)c(=O)c2ccc(C(=O)NC3CCCCC3)cc21 | -4%
CC1(C)NC(=O)N(Cc2ncc(-c3cccc(Cl)c3)o2)C1=O | 15%
CCCCCn1nc(C(=O)OC(C)C(=O)Nc2ccc(NC(C)=O)cc2)c2ccccc2c1=O (stereo not drawn) | 8%
C#CCNC(=O)CC[C@H]1CNC(=O)[C@@H]2[C@@H](CCN2Cc2ccc(C(F)(F)F)cc2)N1C | -12%
Cc1cc(NC(=O)c2ccc(F)cc2)cc(-c2nc3ccccc3o2)c1O | 2%
CCNC(=O)NC(=O)C(C)N1CCN(c2ccccc2)CC1 (stereo not drawn) | 1%
Cc1ccc(C(=O)COC(=O)c2cccc(C)c2C)cc1 | 6%
Continued.
SMILES | KDM5B inh
CCn1c(=O)c2cc(C(=O)NC3CCC(C)CC3)sc2c2ccccc21 (stereo not drawn) | u
CCc1ccc(C(NC(=O)C2CC2)c2cccc(F)c2)cc1 (stereo not drawn) | 26%
COc1ccc(-c2noc(-c3ccc(NCc4cccnc4)c([N+](=O)[O-])c3)n2)cc1 | -19%
Clc1ccc(/C=N\Nc2ccccc2)cc1 | -14%
O=C(NCc1ccc2c(c1)CCN2C(=O)c1ccncc1)c1cccc(Cl)c1 | 0%
CCc1ccc(NC(=O)N2CCC(c3ccccc3)C2)cc1 (stereo not drawn) | 32%
COc1cccc(N2C(=O)NC(=NC3CCCCC3)C23CCN(C(=O)c2ccccc2F)C3)c1 (stereo not drawn) | -8%
CC(C)CCNC(=O)N1CCC2(CC1)CC(N(Cc1ccc(F)cc1)C1CC1)CCO2 (stereo not drawn) | -9%
COc1ccc(-c2coc3c(C)c4oc(=O)c(CC(=O)O)c(C)c4cc23)cc1 | 64%[activator]
Cc1ccc(N2C(=O)CS(=O)(=O)C23C(=O)Nc2ccccc23)cc1C (stereo not drawn) | -7%
CCOCCCNC(=O)CS(=O)Cc1nc(-c2ccc(C)cc2)oc1C (stereo not drawn) | 8%
CC(C)NC(=O)N(C1CC1)C1CCOC2(CCN(C(=O)c3ccc4nc[nH]c4c3)CC2)C1 (stereo not drawn) | -28%
CC1(C)CC(NC(=S)NCCc2ccccc2)CC(C)(CNC(=S)NCCc2ccccc2)C1 (stereo not drawn) | 4%
CCC(CO)NC(=O)c1nn(-c2ccccc2F)nc1CO (stereo not drawn) | -13%
COC(=O)c1cn([C@H]2CO[C@H]3[C@@H]2OC[C@@H]3NCc2ccco2)nn1 | -2%[86.2 µM]
CCOC(=O)c1c(C)[nH]c(C)c1S(=O)(=O)N(C)CC(=O)Nc1ccccc1 | -13%
CN(C)C(=O)c1ccc(NC(=O)c2ccccc2CSc2nc3ccccc3o2)cc1 | 14%
CCOc1ccc(C(=O)N2CCC[C@H]2c2nc(-c3ccccc3Cl)no2)cc1 | -25%
CCc1noc(-c2ccn3c(CNC(=O)c4ccc(C)c(C)c4)nnc3c2)n1 | 3.2µM*
O=C(Nc1cn[nH]c1)C1CCN(c2ccc(Cl)nn2)CC1 | -10%
COc1ccc2c(c1)c(CN1CCCC(c3[nH]ccc3C(N)=O)C1)cn2C (stereo not drawn) | u
NC1(Cc2cc(COc3ccccc3)on2)COC1 | -19%[115 µM]
CCOc1cc(C2C3=C(CC(C)(C)CC3=O)OC3=C2C(=O)CC(C)(C)C3)ccc1OC(=O)CC | 15%
CC(=O)NC1CC2(CCN(C(=O)c3ccccc3)CC2)c2ccccc21 (stereo not drawn) | 6%[149 µM]
Cc1cc(CNC(=O)c2ccc(CN3CCCCC3)cc2)ccc1F | -4%

Brought forward from above: 5 entries, followed by the next part.
SMILES | KDM5B inh
COc1ccc2c(c1)c(CN1CCCC(c3[nH]ccc3C(N)=O)C1)cn2C (stereo not drawn) | u
NC1(Cc2cc(COc3ccccc3)on2)COC1 | -19%[115 µM]
CCOc1cc(C2C3=C(CC(C)(C)CC3=O)OC3=C2C(=O)CC(C)(C)C3)ccc1OC(=O)CC | 15%
CC(=O)NC1CC2(CCN(C(=O)c3ccccc3)CC2)c2ccccc21 (stereo not drawn) | 6%[149 µM]
Cc1cc(CNC(=O)c2ccc(CN3CCCCC3)cc2)ccc1F | -4%
Cc1ccc(C(=O)NC(=O)CSc2nnc(C)s2)cc1 | 31%
O=C(c1cc2n(n1)CCCN(Cc1ccccc1)C2)N1CC(n2cccn2)C1 | -8%
CC(C)(C)c1ccc(-c2nc(SCC(=O)Nc3ccc(Cl)cc3)[nH]c(=O)c2C#N)cc1 | 14%
CCONC(=O)c1cccc(NC(C)=O)c1 | 18%
CCOC(=O)N1CCN(C(=O)c2ccc3c(c2)N(Cc2ccccc2F)C(=O)c2ccccc2S3=O)CC1 (stereo not drawn) | -2%
Cc1ccc(CC(=O)Nc2ccc3c(c2)N(C)C(=O)c2ccccc2S3)cc1 | -18%
CCc1nnc(NS(=O)(=O)c2ccc(NC(=O)c3ccco3)cc2)s1 | -12%
O=c1cc(CSc2ccccc2)[nH]c2ccc(F)cc12 | -19%
O=C(NC1C[C@H]2CC[C@@H](C1)N2S(=O)(=O)c1cccs1)c1ccncc1 (stereo partly drawn) | -2%
Cc1ccc(C(=O)Nc2nnc(S(=O)(=O)N(C)Cc3ccco3)s2)cc1 | u
O=S(=O)(c1ccc(Br)cc1)c1nnn2c1nc(NC1CCCCCC1)c1sccc12 | -15%
COc1cccc([S+](=O)([O-])N2CCC(N3CCOC3=O)CC2)c1 | 15%[149 µM]
CN(C)C[C@@H]1CN(c2ccncn2)C[C@H]1NC(=O)c1ccco1 | -11%
CCc1ccc(OCC(=O)Nc2c(C(=O)c3ccc(Br)cc3)oc3ccccc23)cc1 | 3%
CS(=O)(=O)N1CCc2ccc(C(=O)NCc3ccc(N4CCCCC4)cc3)cc21 | 8%
CC(OC(=O)c1ccc(S(=O)(=O)N(C)C)cc1)C(=O)c1ccccc1 (stereo not drawn) | 15%
CCC(=O)N1c2ccccc2CC1C(=O)NCCc1ccc(SC)cc1 (stereo not drawn) | -20%
CCC1=C(C(=O)OC)C(c2cc(OC)ccc2OC)N2C(CC(=O)NC3CC3)=CSC2=N1 (stereo not drawn) | -16%
Cn1c(SCc2nc(N)nc(Nc3ccc(F)cc3)n2)nnc1C1CC1 | 14%
CC(NC(=O)COc1ccc2c(=O)c(Oc3ccc(F)cc3)coc2c1)c1ccccc1 (stereo not drawn) | -6%
COc1ccccc1NC(=O)CSc1oc(-c2ccccc2)nc1S(=O)(=O)c1ccccc1 | u
Cc1nn(CC(=O)Nc2ccc(C(C)C)cc2)c2ccccc12 | 2%
CCOCCOC1CCN(C(=O)c2ccc(F)cc2)CC1 | -16%
CC(C)C(O)C(C#N)CN1CCCC1 (stereo not drawn) | 9%
Cn1c(=O)c2c(nc(NCc3ccc4c(c3)OCO4)n2Cc2ccc(Cl)cc2Cl)n(C)c1=O | -9%

In a second layout: entries from further up.
SMILES	KDM5B inh
Cc1ccc(C(=O)Nc2nnc(S(=O)(=O)N(C)Cc3ccco3)s2)cc1	u
Cc1nn(CC(=O)Nc2ccc(C(C)C)cc2)c2ccccc12	2%
COc1cccc([S+](=O)([O-])N2CCC(N3CCOC3=O)CC2)c1	15%[149 µM]
O=C(c1cc2n(n1)CCCN(Cc1ccccc1)C2)N1CC(n2cccn2)C1	-8%

Some of these compounds in order of count of non-hydrogen atoms, descending:
SMILES | KDM5B inh
CCc1ccc(OCC(=O)Nc2c(C(=O)c3ccc(Br)cc3)oc3ccccc23)cc1 | 3%
Cn1c(SCc2nc(N)nc(Nc3ccc(F)cc3)n2)nnc1C1CC1 | 14%
Cc1nn(CC(=O)Nc2ccc(C(C)C)cc2)c2ccccc12 | 2%
Cc1ccc(C(=O)NC(=O)CSc2nnc(C)s2)cc1 | 31%

Following part:
SMILES | KDM5B inh
c1ccc(-n2cc(CN3CCCCC3c3ccccn3)nn2)cc1 (stereo not drawn) | 28µM*
CC1=C[C@@H](CC#N)[C@H](C(C)C)C[C@H]1CC(=O)NC1CCCCC1 | 13%[86.2 µM]
O=C1NC2(CCN(S(=O)(=O)c3ccccc3)CC2)Nc2ccccc21 | u
CCOc1ccc(Nc2oc(/C=C/c3cccc(OC)c3)nc2C#N)cc1 | 17%
COc1ccc(Cl)cc1S(=O)(=O)N1CCC(C(=O)NCC2CCCO2)CC1 (stereo not drawn) | 28%
CC1=CCC(c2cnc(-c3ccccc3)c(C)c2)NC1c1ccccc1 (stereo not drawn) | -9%
Cc1cc(C)cc(N2C(=O)CSC23C(=O)N(CC(=O)Nc2ccc(F)cc2F)c2ccccc23)c1 (stereo not drawn) | -16%
CCOC(=O)C(NC(=O)c1cc2ccccc2o1)C(=O)OCC | -23%
CN(Cc1cccc(F)c1)S(=O)(=O)c1ccc2c(c1)CCCC2 | -16%
CC(C)(C)c1ccc(C(=O)NC(Nc2ccc3ccccc3c2)C(Cl)(Cl)Cl)cc1 (stereo not drawn) | u
Cc1ccccc1C(=O)N1CCCN(c2nnc3ccc(Cl)cn23)CC1 | 25µM*
O=C([C@@H]1C[C@H](Oc2ccccc2)CN1C(=O)COc1ccccc1)N1CCOCC1 | 5%
CC(CNC(=O)C1CCC(C(=O)NCC(C)c2ccccc2)CC1)c1ccccc1 (stereo not drawn) | 15%
CCC1(N2CCN(C(=O)Nc3ccc(Cl)cc3C)CC2)CCN(C(=O)NC)C1 (stereo not drawn) | u
CCCCc1ccc(NC(=O)CN2C(=O)NC3(CCCCC3)C2=O)cc1 | -14%
O=C(Cc1cccc(F)c1)N1CCC(n2cc(-c3nc(-c4ccccc4)no3)nn2)CC1 | u
COC(=O)C1=CN(c2ccc(F)cc2)C=C(C(=O)OC)C1c1cccc([N+](=O)[O-])c1 | 19%
COC(=O)[C@]12C[C@H](CC(=O)NCC3CCCCC3)C(=O)N(Cc3ccc(Cl)cc3Cl)C1=C[C@H](C(C)C)O[C@@H]2C1CC1 | -14%
Cc1cc2nc3n(c(=O)c2n1CC(=O)Nc1cccc(C#N)c1)CCCC3 | -15%
CN(Cc1ccc(-c2ccc(Cl)cc2)o1)C(=O)CNC(=O)c1ccc(F)cc1 | -29%
CN(CC1CCOC1)C(=O)Cc1ccccc1 (stereo not drawn) | -28%
CC(C)c1ccc(CC(=O)N2CCCc3ncc(C(=O)NCc4cccc(F)c4)cc32)cc1 | -8%
CCOc1ccccc1N1CCN(Cc2cc(=O)oc3ccc4ccccc4c23)CC1 | u
CCCC(NC(=O)c1nn(C)c(=O)c2ccccc12)c1ccccc1 (stereo not drawn) | -4%
CCOC(=O)c1nc(NCc2ccccc2)sc1C | u
Next part.
SMILES | KDM5B inh
COCCNc1nc(SC)nc2sc3c(c12)CCN(C)C3 | u
O=C1NC2(CCN(C(=O)c3ccc(F)cc3)CC2)COc2ccccc21 | 9%
COc1cc(CN2CCN(c3ccc(C#N)cn3)CC2CCO)cc(OC)c1 (stereo not drawn) | u
COc1ccc(-c2csc3c2NC(=O)CC3c2cc(C)ccc2C)cc1 (stereo not drawn) | 4%
CCc1ccc(-n2c(SCC(=O)NC(C)CC)nc3n[nH]c(C)c3c2=N)cc1 (stereo not drawn) | -10%
CCc1nc2ccccc2c(C(=O)OCC(=O)NC(=O)NCc2ccccc2)c1C | -6%
Cc1cccc(OCc2ccc(-c3nc(C#N)c(N4CCC(C(N)=O)CC4)o3)o2)c1 | u
Cc1ccccc1C(=O)NCC(C)C | -3%
Cn1cccc2[nH]c(=O)nc1-2 | u
O=C(Cn1c(SCc2ccc(F)cc2)nc2cccnc21)Nc1ccccc1F | u
Cc1cccc(C(=O)N2CCCC(c3noc(COc4ccccc4)n3)C2)c1 (stereo not drawn) | 2%
CCc1ccc(Nc2nc(-c3ccccc3F)no2)cc1 | -7%

Screening data: PubChem BioAssay, National Center for Advancing Translational Sciences (NCATS)
